DDE Tn7 FP inh: DD(E)-Tn7 binding inhibition, primary FP screen. FP displacement of FITC-Tn7 peptide from fibrin DD(E); 0% = median of compound wells per plate. 370,000 tested, 0.13% active. AID 720508. inhibition, % at 8.3 µM;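 active means inhibition above the mean of compounds falling within the control limits plus 3 SD of them, cut at about 14% in these data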;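 further: 0% = plate median of compound wells and 100% = 10 µM Aha-Tn7 peptide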
Target sequence (P02675 whole entry, looked up): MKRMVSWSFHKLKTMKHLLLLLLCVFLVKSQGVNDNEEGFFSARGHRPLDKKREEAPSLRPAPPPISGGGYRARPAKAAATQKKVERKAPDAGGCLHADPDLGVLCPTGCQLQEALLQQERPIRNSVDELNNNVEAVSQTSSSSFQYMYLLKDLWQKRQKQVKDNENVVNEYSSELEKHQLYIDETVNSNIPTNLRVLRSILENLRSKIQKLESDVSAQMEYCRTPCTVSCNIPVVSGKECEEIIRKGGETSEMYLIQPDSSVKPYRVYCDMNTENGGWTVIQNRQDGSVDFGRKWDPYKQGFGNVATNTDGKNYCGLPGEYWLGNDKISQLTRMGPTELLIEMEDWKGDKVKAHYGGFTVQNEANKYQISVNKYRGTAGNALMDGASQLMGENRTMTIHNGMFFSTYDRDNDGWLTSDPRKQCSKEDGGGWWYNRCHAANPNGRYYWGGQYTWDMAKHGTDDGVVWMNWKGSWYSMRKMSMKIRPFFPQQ
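Assay system: Human clot-derived fibrin DD(E) complex | Buffer or medium: Tris/NaCl/CaCl2 buffer, pH 7.8 | Repeats: One replicate per compound | Benchmarks: Aha-Tn7 high control | Measure: % inhibition scaled between sample-field median and high-control FP | Schedule: 10 min plus 3 h, room temperature | Signal: Fluorescence polarization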
PLCb3 inh: inhibitors of human phospholipase C beta3; inhibition, % at 12.2 µM; 370,000 tested, 0.18% active; Q01970; Purified PLC-beta3, fluorogenic substrate, fluorescence; in the data active means inhibition above about 11%;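 further: 0% = median of compound wells on plate and 100% = full blocker control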
DDE Tn6 FP inh: inhibitors of Tn6 peptide binding to human fibrin DD(E) | inhibition, % at 8.3 µM | 370,000 tested, 0.21% active | P02675 | Fibrin DD(E) TRITC-Tn6 fluorescence polarization displacement;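 active means inhibition above a per-campaign cutoff: mean of compounds within control limits plus 3 SD, cut at about 15% in these data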;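 further: 0% = median of all compound wells on the plate and 100% = blocking peptide control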
TDP2 absorb: TDP2 (human) inhibition, absorbance primary screen | O95551 | recombinant TDP2, T5PNP hydrolysis, p-nitrophenol absorbance 415 nm | inhibition, % at 12.8 µM | 370,000 tested, 0.34% active | AID 720702;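 active means inhibition above the mean of all tested compounds plus 3 SD, set per campaign, cut at about 25% in these data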;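 further: 0% = DMSO with enzyme and 100% = buffer with substrate but no TDP2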
Target sequence (O95551 whole entry, looked up): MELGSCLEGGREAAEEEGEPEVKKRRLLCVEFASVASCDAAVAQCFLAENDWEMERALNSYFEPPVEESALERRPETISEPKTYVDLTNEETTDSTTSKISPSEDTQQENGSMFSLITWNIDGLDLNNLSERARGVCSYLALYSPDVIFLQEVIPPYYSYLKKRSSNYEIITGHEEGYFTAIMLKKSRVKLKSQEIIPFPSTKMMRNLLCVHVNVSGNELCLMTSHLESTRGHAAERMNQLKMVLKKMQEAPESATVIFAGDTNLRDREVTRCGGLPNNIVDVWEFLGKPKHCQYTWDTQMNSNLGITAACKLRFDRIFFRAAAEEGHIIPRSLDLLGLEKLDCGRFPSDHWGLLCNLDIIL
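Test system: human TDP2 enzyme; Input: 120 nM TDP2 per well; Buffer or medium: Mg2+-containing Tris-HCl buffer, pH 7.5; Reagent: 5 mM T5PNP; Dosing: 12.8 µM single point, 1% DMSO; Incubation: reaction 2 h, 37 °C; Detection: p-Nitrophenol epi absorbance; Read-out: % inhibition relative to enzyme-containing and enzyme-free wells; Replicates: single well per compound.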
SIAE primary: human SIAE inhibition, primary screen | Q9HAT2 | SIAE FP-Rh probe binding, fluorescence polarization | inhibition, % at 9.66 µM | 370,000 tested, 0.69% active;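 active means inhibition above a cutoff: mean of compounds within the control limits plus 3 SD of those, cut at about 17% in these data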;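 further: 0% = plate median of compound wells and 100% = probe without SIAE protein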
ADAM10 inh: inhibits human ADAM10. O14672. recombinant ADAM10, EDANS/DABCYL FRET peptide cleavage, 3 h. inhibition, % at 7 µM. 370,000 tested, 0.62% active. AID 720582;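 active means inhibition above a per-campaign cutoff equal to the mean of compounds falling between control-based bounds plus 3 SD, cut at about 20% in these data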;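 further: 0% = DMSO wells while the 100% control is not disclosed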
ADAM17 inh: inhibitors of human ADAM17; P78536; AID 720648; recombinant ADAM17, EDANS/DABCYL FRET peptide cleavage; 370,000 tested, 0.83% active; inhibition, % at 6.95 µM;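 active means inhibition above the mean of compounds lying between control limits plus 3 SD, set per campaign, cut at about 8.5% in these data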;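 further: 0% = DMSO-only wells as the low control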
ARFGAP1 inhibitor: inhibitors of rat ARFGAP1 | Q62848 | Arfgap1-stimulated ARF1 GTP hydrolysis, GDP FP detection | inhibition, % at 16.5 µM | 360,000 tested, 0.26% active;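 active means inhibition above a per-plate limit, mean inhibition of low control wells plus 3 SD, cut at about 25% in these data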;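 further: 0% = DMSO wells with enzyme and 100% = wells lacking Arfgap1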
Target sequence (Q62848 1-136 limits assumed): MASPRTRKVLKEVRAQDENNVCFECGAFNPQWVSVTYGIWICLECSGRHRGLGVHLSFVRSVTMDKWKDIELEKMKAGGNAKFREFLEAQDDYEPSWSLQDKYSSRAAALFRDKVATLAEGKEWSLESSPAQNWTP
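Repeats: one replicate per compound; assay system: rat Arfgap1 catalytic domain, aa 1-136; times: enzyme reaction 120 min at 25 °C after 20 min preincubation; detection: FP of antibody-bound GDP Alexa 633 tracer, ex 620/em 688 nm; benchmarks: high control wells lacking Arfgap1, low control full reaction with DMSO; reagent: human ARF1(Δ1-17)-GTP substrate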
ASAP1 inh: blocks human ASAP1-stimulated Arf1 GTP hydrolysis; GDP FP detection; inhibition, % at 16.5 µM; 360,000 tested, 0.19% active; Q9ULH1; in the data active means inhibition above about 25%;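 further: 0% = vehicle with enzyme and substrate and 100% = no enzyme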
PLCg1 inh: inhibitors of human phospholipase C gamma1. inhibition, % at 12.2 µM. AID 720700. purified PLC-gamma1, fluorogenic substrate, fluorescence. 370,000 tested, 0.84% active; in the data active means inhibition above about 9.5%
* hit, by the source's call; i = inactive.

DDE Tn7 FP inh,PLCb3 inh,DDE Tn6 FP inh,TDP2 absorb,SIAE primary,ADAM10 inh,ADAM17 inh,ARFGAP1 inhibitor,ASAP1 inh,PLCg1 inh,compound
0,0,-3,3,0,1,1,10,1,-4,CCOc1cc(/C=N/NC(=O)CN(CCc2ccccc2)S(=O)(=O)c2ccc(NC(C)=O)cc2)ccc1O
2,1,3,2,-6,3,1,11,2,2,CCCCNC(=O)C[C@@H]1C[C@@]2(C(=O)OC)CC(C)(C)CC=C2N(Cc2cccc3ccccc23)C1=O
9,-4,-1,18,9,4,-1,2,-11,-131,Brc1ccc(CN2CCN(c3ccccc3)CC2)o1
-9,2,-2,1,6,4,1,-1,7,2,O=C(Nc1nccs1)c1ccc(Br)cc1
-2,-2,-1,21,3,3,-4,-12,-6,-2,CN(Cc1ccccc1)C(=S)NC(=O)c1cccs1
-4,-103,-5,-1,-1,-116,-44,12,2,-70,CCCC(C(=O)NC(C)(C)C)N(Cc1ccccc1Cl)C(=O)c1snc(C(N)=O)c1N (stereo not drawn)
6,-26,-6,8,-4,-29,-18,3,-7,-20,O=C(CSc1nnc(-c2cc(-c3cccs3)nc3ccccc23)o1)NC1CCCCC1
-6,0,5,12,7,5,-3,3,-3,5,Cc1ccc2[nH]c(C)c(CCN(Cc3cccnc3)C(=S)NC(C)(C)C)c2c1
-2,0,3,-1,-11,12,5,-2,6,-3,COc1ccc(S(=O)(=O)N(C)C[C@H]2Oc3ccc(NC(=O)Cc4cn(C)c5ccccc45)cc3C(=O)N([C@@H](C)CO)C[C@@H]2C)cc1
6,-2,0,-2,-2,-12,1,-6,-3,-1,CN(C(=O)CSc1nnc(-c2cccs2)o1)C1CCS(=O)(=O)C1 (stereo not drawn)
1,-63,-9,2,-16,-77,-30,-7,16,-36,COc1ccc(/C=C/C(=O)Nc2cccc(S(=O)(=O)N3CCCC3)c2)cc1OC
3,2,-5,-8,-6,4,-4,-12,2,2,O=C(CN1CCOCC1)Nc1ccc([N+](=O)[O-])cc1
3,-30,-3,6,9,-11,-3,-6,-16,-30,Cc1ccc2nc(-c3cccnc3)c(NC3CCCCC3)n2c1
-9,5,4,10,3,1,-2,-18,4,1,O=C(NCCCCCCNC(=O)N1CCCCCC1)N1CCCCCC1
0,-3,3,4,-4,-8,-2,9,2,1,Cc1onc(-c2ccccc2)c1C(=O)N/N=C/c1ccccc1OC(C)C
-4,-1,-3,-2,-1,-2,-4,6,-5,0,COc1ccccc1N1CCN(C(=O)/C=C/c2cccc([N+](=O)[O-])c2)CC1
6,-12,-4,8,-1,-16,-4,10,2,-8,O=C1NC(Cc2ccccc2)c2nc3ccc(Cl)cc3c(=O)n2-c2ccccc21 (stereo not drawn)
-12,-3,9,-7,0,1,0,-2,9,3,COc1ccccc1NC(=O)CCCc1nnc2n(C)c(=O)c3sccc3n12
-8,-1,3,-1,8,-10,-6,11,10,-2,Nc1nc2c(ncn2[C@@H]2O[C@H](CNCc3ccc(Oc4cc(-n5cccn5)ncn4)cc3)[C@@H](O)[C@H]2O)c(=O)[nH]1
-4,1,1,4,0,-5,-1,4,-6,1,COCCNC(=O)C1(C)CCN(C(=O)c2ccc(F)c(C)c2)C1 (stereo not drawn)
8,-1,0,4,7,0,-1,11,-11,-2,O=C(CNC(=O)c1cccc(F)c1)OCC(=O)N1CCN(C(=O)c2ccco2)CC1
4,-9,-6,-8,-3,-39,-10,-3,1,-6,Cc1nc(NC(=O)c2ccc(-c3cc4ccccc4oc3=O)cc2)ccc1Br
-1,-45,-1,-16,0,-128,-38,8,-8,-26,CCn1cc(S(=O)(=O)c2cccc(C)c2)c(=O)c2cc(F)c(N3CCN(C)CC3)cc21
-3,0,-6,-5,0,-6,0,1,-2,1,O=C(CSc1nnc(C2CC2)n1C1CC1)c1ccccc1F
-9,-5,0,-6,9,8,3,-5,8,3,CCc1cc(C(=O)c2ccccc2)c(N)s1
-1,-248,-4,8,3,-7,-2,8,-3,-171,CCOC(=O)c1sc(-c2cccc(C(F)(F)F)c2)nc1O
-12,2,-6,3,-3,4,-1,-2,-3,-1,Cc1cc(S(=O)(=O)NCc2ccc(S(N)(=O)=O)cc2)c(C)s1
-3,-62,1,-3,1,-4,-1,3,-16,-55,CC(=O)Nc1ccc(Nc2ncnc3c2cnn3-c2ccc(C)cc2C)cc1
8,8,4,-16,-8,13,8.8*,-4,4,11*,O=C(Nc1ccccc1)C1C2CCC3C(CCC21)C3(Cl)Cl (stereo not drawn)
-8,-4,4,12,10,4,0,15,-3,3,COc1ccc(NC(=O)NC2(C(=O)N3CCN(C)CC3)CCCCC2)cc1

DDE Tn7 FP inh,PLCb3 inh,DDE Tn6 FP inh,TDP2 absorb,SIAE primary,ADAM10 inh,ADAM17 inh,ARFGAP1 inhibitor,ASAP1 inh,PLCg1 inh,compound
4,-20,3,-2,-3,-124,-38,2,1,-7,CCc1cc(=O)oc2cc(OC(C)C(=O)NCc3ccccn3)ccc12 (stereo not drawn)
-3,-79,4,6,-6,-103,-43,7,-9,-54,NC(=O)c1nsc(C(=O)N(Cc2ccco2)C(C(=O)NCc2ccccc2)c2ccc(O)cc2)c1N (stereo not drawn)
-1,-4,5,-10,1,-7,-3,-1,4,-8,O=C(Cc1coc2cc3c(cc12)CCC3)NCC1(N2CCCCC2)CCCCC1
2,4,3,-3,-1,2,-5,6,-5,1,CC(C)NC(=O)N(O)C1N(Cc2ccc3c(c2)OCO3)C(=S)SC1(C)C (stereo not drawn)
8,-74,2,2,2,-37,-19,-1,0,-64,Cc1ccc(C2=Nc3ccccc3NC(C)(c3ccc(C)o3)C2)o1 (stereo not drawn)
-8,5,-5,9,-4,3,4,2,9,1,CCc1cccc(NC(=O)CCc2nc(-c3cccs3)no2)c1
-5,1,7,8,0,-5,0,-4,-2,1,Cc1cc(C)cc(NC(=O)CCC(=O)Nc2cc(C)on2)c1
2,-4,-2,0,3,-5,-1,5,0,0,O=[N+]([O-])c1ccc(S(=O)(=O)NCC(c2ccc3c(c2)OCO3)N2CCOCC2)cc1 (stereo not drawn)
7,-14,2,14,-2,19,3,2,-14,-2,Cc1ccc(C)c(N2CCN(C(=O)c3ccc(CS(=O)Cc4cccc(Cl)c4)o3)CC2)c1 (stereo not drawn)
11,-33,1,3,12,-13,-5,-14,-6,-23,COc1ccc(NC2CCCN(C(=O)CSc3ccccn3)C2)cc1OC (stereo not drawn)
6,-4,-6,3,21*,-1,-2,6,3,-3,CCOC(=O)C(=O)C1C(=O)Nc2ccccc21 (stereo not drawn)
-5,-1,4,9,10,0,-3,-3,-6,4,O=C(Nc1cccc(OCC(=O)N2CCOCC2)c1)c1ccc(C(F)(F)F)cc1
-3,-9,-6,22,2,-5,0,8,-4,-3,O=C1C(=O)N(CCS(=O)(=O)c2ccccc2)c2ccc(Cl)cc21
2,-1,0,-8,2,1,-1,-1,4,-15,N=c1c2c3c(sc2ncn1CCCO)CCCC3
-1,3,1,11,5,0,1,0,-1,4,CCOc1ccc(-n2c(N)c(C(=O)N3CCN(C)CC3)sc2=S)cc1
-2,-11,-13,-2,1,-17,-5,7,0,-2,COc1ccc(NC(=O)Nc2cnccn2)cc1OC
-2,5,-5,4,3,3,0,-13,-4,3,Cc1cc(-c2ccccc2C(=O)NCc2ccccc2)on1
-3,2,2,-8,5,5,-1,7,-2,3,CC(=O)Cc1nsc(NC(=O)c2csc3c2CCCC3)n1
11,-4,4,-4,5,-8,-1,18,2,-1,Cc1ccc(-n2nnnc2SCC(=O)NCC2(N3CCCCC3)CCCCC2)c(C)c1
3,1,-2,6,-2,-10,-7,-5,1,0,CCCN(C)C1CN(Cc2cn(Cc3cccc(Cl)c3)nn2)S(=O)(=O)C1 (stereo not drawn)
-3,1,-1,-3,11,3,1,0,-11,5,O=C(O)/C=C\C(=O)N1CCc2ccccc21
3,-35,-2,-3,-1,0,-4,2,5,-25,O=C(Nc1ccc(-c2csc(Nc3ccc(Cl)cc3)n2)cc1)c1ccccc1
-2,-71,-2,-1,-1,-7,-3,5,-9,-54,CSc1nsc(/C=C/Nc2ccc(C)cc2)c1C#N
-3,0,-1,9,8,-4,0,-4,8,1,Cc1ccc(S(=O)(=O)N2CCCOC2CNC(=O)C(=O)NCc2cccnc2)cc1 (stereo not drawn)
1,-19,11,-13,0,-8,-7,-1,-3,-6,Cc1ccc(C)c(N2N=C(C(=O)N(CC(C)C)c3c(N)n(Cc4ccccc4)c(=O)[nH]c3=O)CCC2=O)c1
2,7,-5,2,2,2,-3,3,12,4,Cc1ccc(NC2c3ncccc3C(=O)N2Cc2ccc(F)cc2)cc1 (stereo not drawn)
0,0,1,0,1,3,-3,4,6,3,COc1ccc(-n2c(=O)c3c4c(sc3n(CC(=O)NCC3CCCO3)c2=O)CN(C(C)=O)CC4)cc1OC (stereo not drawn)
1,0,-3,-4,-7,2,0,7,4,1,COc1cc(C(=O)NCC(c2cccs2)N(C)C)cc(Cl)c1OC(C)C (stereo not drawn)
-3,5,-3,5,-6,-3,-3,4,2,2,COc1ccc(-c2cc(C(F)(F)F)nc(SCc3cccc(C(=O)O)c3)n2)cc1
-3,7,8,-2,5,-5,1,5,-14,1,CC1(C)Cc2cccc(OC(=O)NCCc3ccc(F)cc3)c2O1
6,-54,2,4,-6,i,-155,5,5,-39,Cc1c(C)c2ccc(OC(C)C(=O)N3CC[C@@]4(O)CCCC[C@H]4C3)c(C)c2oc1=O (stereo partly drawn)
7,-1,4,6,2,-7,-7,-1,0,2,COc1ccc(C[C@@H]2CN3C(=NC[C@@H]3C)N2C[C@H](C)NC(=O)CCC2CCCCC2)cc1
0,1,2,-1,6,-4,-1,1,-1,1,CN(C)C(CNC(=S)Nc1ccccc1Cl)c1cccnc1 (stereo not drawn)

Complete entries, quoted from the list. Order of values: DDE Tn7 FP inh | PLCb3 inh | DDE Tn6 FP inh | TDP2 absorb | SIAE primary | ADAM10 inh | ADAM17 inh | ARFGAP1 inhibitor | ASAP1 inh | PLCg1 inh
N=c1c2c3c(sc2ncn1CCCO)CCCC3 in the list: 2 | -1 | 0 | -8 | 2 | 1 | -1 | -1 | 4 | -15
COc1ccc(-c2cc(C(F)(F)F)nc(SCc3cccc(C(=O)O)c3)n2)cc1 in the list: -3 | 5 | -3 | 5 | -6 | -3 | -3 | 4 | 2 | 2
O=[N+]([O-])c1ccc(S(=O)(=O)NCC(c2ccc3c(c2)OCO3)N2CCOCC2)cc1 (stereo not drawn) in the list: 2 | -4 | -2 | 0 | 3 | -5 | -1 | 5 | 0 | 0
Cc1ccc(C)c(N2CCN(C(=O)c3ccc(CS(=O)Cc4cccc(Cl)c4)o3)CC2)c1 (stereo not drawn) in the list: 7 | -14 | 2 | 14 | -2 | 19 | 3 | 2 | -14 | -2
O=C(Nc1ccc(-c2csc(Nc3ccc(Cl)cc3)n2)cc1)c1ccccc1 in the list: 3 | -35 | -2 | -3 | -1 | 0 | -4 | 2 | 5 | -25

Screening data from PubChem.
